# PhoP inhibition: inhibitors of PhoP regulon expression, primary screen, Salmonella Typhimurium, GFP reporter (AID 1863); S. Typhimurium PhoP-regulated promoter GFP reporter, 4 h; higher % means a stronger effect; one-dose inhibition, % at 50 µM; IC50 in µM for titrated hits; 0.16% of 300,000 active;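 active = inhibition over 29.93%, a cutoff 3 SD above the screen mean, later confirmed by dose response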;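 note: 0% = low Mg2+ inducing control and 100% = high Mg2+ repressing control; strong numbers were not always called active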
# Rac1 GTP hydrolysis: MgcRacGAP GTPase-activating activity inhibitors, confirmation, biochemical, ADP Hunter fluorescence | inhibition, % at 30 µM, or IC50 in µM where a hit was titrated | MgcRacGAP-stimulated Rac1 GTP hydrolysis, ADP Hunter fluorescence; higher % means a stronger effect; GST-tagged Rac1 F28L mutant substrate | AID 624330 | 0.6% of 340,000 active;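 active = first-screen hits whose inhibition reached a set limit at any dose in the follow-up dose series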;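 note: fluorescence reports GDP produced by GAP-driven GTP hydrolysis; strong numbers were not always called active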
# RSV antiviral HEp-2: inhibition of RSV-induced cytopathic effect – HEp-2 cells, primary 10 µM value included (AID 2391). HEp-2 cells, RSV-induced CPE inhibition; higher % means a stronger effect. one-dose CPE inhibition, % at 10 µM; IC50 in µM for titrated hits. 0.13% of 310,000 active; in the data active = a potency from the dose series; note: strong numbers were not always called active
# SV40 large T antigen: SV40 large T antigen inhibitors, biochemical (AID 1903); SV40 large T antigen ATPase/helicase inhibition assay; higher % means a stronger effect; inhibition, % at 20 µM, or IC50 in µM where a hit was titrated; 0.39% of 310,000 active; in the data active = a potency from the dose series; note: strong numbers were not always called active
# GPR35 arrestin U2OS: inhibition of zaprinast-stimulated GPR35 beta-arrestin translocation – imaging, U2OS, beta-arrestin-GFP, zaprinast agonist, primary screen (AID 2058); U2OS GPR35 beta-arrestin-GFP translocation imaging, zaprinast antagonism; higher % means a stronger effect; inhibition, % at 10 µM; hits with a dose series show IC50 in µM; 0.052% of 290,000 active;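 active = inhibition of at least 50% with at least 30 cells and total cytoplasm GFP at most 10,000,000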
# HIV fusion peptide: cell-free HIV fusion peptide-binding blockers – biochemical, uHTS, fluorescence dequenching, primary screen (AID 1986); 0.3% of 290,000 active; inhibition, % at 20 µM; hits with a dose series show IC50 in µM; cell-free peptide binding, fluorescence dequenching, 30 min; higher % means a stronger effect; in the data active = inhibition mostly above about 52%, no sharp cut-off; inactive = mostly below about 76%; note: some results filed as inactive read as strong as hits
# GPR55 LPI antagonism: GPR55 antagonists blocking LPI-driven arrestin recruitment, primary screen, imaging, U2OS, beta-arrestin-GFP, LPI agonist (AID 2013); U2OS GPR55 beta-arrestin-GFP translocation imaging, LPI antagonism; higher % means a stronger effect; inhibition, % at 10 µM, or IC50 in µM where a hit was titrated; 0.13% of 290,000 active;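 active = spots per cell inhibited over 60%, with over 100 cells counted and total cytoplasm intensity under 500,000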;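 note: U2OS cells stably carrying GPR55 and arrestin-GFP stimulated by 5 µM LPI near EC80; imaged beta-arrestin-GFP aggregate spots per cell after agonist stimulation; plate controls were LPI-stimulated DMSO wells for no effect and DMSO wells without LPI for full effect; some results filed as inactive read as strong as hits; confirmed hits need IC50 under 10 µM and bright autofluorescent wells are also inconclusive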
# Dengue-2 NS5 capping: flavivirus cap methylation enzyme inhibition – biochemical, confirmation dose response, primary screen (AID 588689) | Dengue-2 NS5 methyltransferase capping enzyme assay, biochemical; higher % means a stronger effect | inhibition, % at 25 µM; hits with a dose series show IC50 in µM | 0.3% of 340,000 active; in the data active = a potency from the dose series
# K1F lysis inhibition: inhibition of K1F phage lysis, E. coli UTI89, bacterial capsule biogenesis inhibitors, alamar blue (AID 488966); E. coli UTI89 K1F phage lysis, alamar blue, 2 h; higher % means a stronger effect; one-dose inhibition, % at 100 µM; IC50 in µM for titrated hits; 0.02% of 340,000 active;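 active = phage lysis inhibition, versus mean bacterial control, above a set limit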;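 note: capsule biogenesis inhibitors block K1F phage lysis so surviving cells raise fluorescence; higher fluorescence means more inhibition of phage lysis; actives were called in the ten point dose series up to 300 µM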
# Dengue-2 NS5 capping pilot replicate: further read-out of Dengue-2 NS5 capping, marked with its call; inhibition, %; measured here: pilot screen replicate inhibition
# * marks the source's active call; other numbers are inactive results; i = inactive; nt = not tested or not shown; [ ] = another dose, or the depositor's remark.
SMILES,PhoP inhibition,Rac1 GTP hydrolysis,RSV antiviral HEp-2,SV40 large T antigen,GPR35 arrestin U2OS,HIV fusion peptide,GPR55 LPI antagonism,Dengue-2 NS5 capping,K1F lysis inhibition,others
Cc1ccc(CC(NC(=O)c2ccccc2)C(=O)NCC(=O)O)cc1 (configuration not stated),7.6%,11.1%,nt,-8.2%,2.9%,1.0%,2.3%,2.0%,-0.6%,
COc1cc2c(cc1OC)CN(C(=O)COc1ccc(C)c(C)c1)CC2,6.0%,2.3%,5.5%,8.6%,1.4%,-1.2%,10.5%,-5.6%,-0.2%,
N#Cc1ccccc1NC(=O)CN1CCN(c2ccccn2)CC1,-4.1%,3.6%,3.6%,13.6%,8.6%,-1.4%,-5.4%,7.8%,0.3%,
COC(=O)c1cccc(NC(=O)c2cnccn2)c1,1.7%,3.5%,0.4%,-0.5%,2.4%,-0.5%,-6.1%,-0.7%,0.1%,Dengue-2 NS5 capping pilot replicate=1.5
Cn1c(NCc2ccccc2)nc2c1c(=O)n(Cc1ccccc1)c(=O)n2C,3.9%,6.2%,7.5%,8.9%,17.3%,-3.0%,-25.4%,-0.6%,-0.1%,Dengue-2 NS5 capping pilot replicate=1.2
Cc1cc(S(=O)(=O)N2CCCC2)ccc1OCC(=O)NCc1ccccn1,-6.8%,-1.3%,1.2%,1.7%,-7.0%,1.3%,-0.6%,-4.8%,0.0%,
COc1cc(C)ccc1OCC(=O)OCC(=O)c1cc(C)n(CC2CCCO2)c1C (configuration not stated),nt,3.3%,1.0%,nt,nt,nt,nt,-0.7%,0.9%[50 µM],
CCOC1=NS(=O)(=O)c2ccccc21,7.0%,4.9%,1.4%,20.4%,-4.8%,1.8%,9.2%,-1.4%,2.1%,
CN(C)c1cc[n+](CC(=O)N2CCCc3ccccc32)cc1,-4.7%,7.3%,2.9%,2.7%,-7.5%,-0.6%,-7.1%,0.0%,-0.3%,
O=C(NCCCN1CCN(CCCNC(=O)c2ccc(F)cc2)CC1)c1ccc(F)cc1,24.4%,2.3%,0.9%,-2.3%,-3.8%,-0.9%,-1.5%,-0.8%,0.5%,
Nc1ccc(-n2cnc3cc([N+](=O)[O-])ccc32)cc1,20.2%,5.1%,1.9%,13.3%,-12.4%,-1.1%,28.5%,-6.1%,0.7%,
Cn1nnc2cc(NC(=O)NCc3ccc4c(c3)OCO4)ccc21,0.3%,6.5%,-0.2%,2.5%,3.6%,-2.4%,9.8%,0.0%,0.1%,
COC(=O)c1cc(C)sc1NC(=O)C1C2C=CC(CC2)C1C(=O)O (configuration not stated),-10.8%,4.5%,1.2%,13.2%,1.4%,1.8%,-0.9%,-9.1%,4.1%,
CCCCCCCCN1[C@@H](CC(=O)OC)c2cc(F)ccc2S1(=O)=O,-0.4%,12.6%,-2.3%,19.1%,nt,nt,nt,-4.1%,0.1%,
Cc1ccc(NC2CCCN(C(=O)CSc3ccncc3)C2)cc1C (configuration not stated),3.7%,13.2%,-0.2%,15.1%,2.4%,1.2%,-0.1%,0.0%,-0.1%,
CCOc1ccc(N(CC(=O)NCCSCc2ccc(C)cc2)S(C)(=O)=O)cc1,2.5%,8.2%,1.4%,1.7%,5.0%,0.0%,-26.9%,1.3%,0.3%,Dengue-2 NS5 capping pilot replicate=3.0
CC(C)NC(=O)/C(C#N)=C/c1ccc2c(c1)OCCO2,0.0%,5.5%,2.7%,21.7%,8.7%,0.6%,6.2%,-2.2%,2.2%[50 µM],
Cc1ccc(Sc2ncccc2/C=N/O)cc1,-4.3%,2.5%,4.3%,0.9%,15.2%,-1.6%,7.2%,-5.7%,1.9%,
COCCN(C(=O)COC(=O)CCC1CCCC1)c1c(N)n(Cc2ccccc2)c(=O)[nH]c1=O,-9.1%,3.1%,-1.3%,8.5%,nt,nt,nt,-4.3%,1.2%[50 µM],
O=C(NCCc1ccccc1)C(=O)NCC1OCCN1S(=O)(=O)c1cccs1 (configuration not stated),1.8%,3.6%,2.5%,5.7%,7.8%,1.6%,16.8%,2.9%,0.2%,
COc1cccc(NC(=O)c2sc3nc4n(c(=O)c3c2C)CCC4)c1,-3.8%,-4.5%,2.0%,-2.4%,-9.1%,2.1%,-9.7%,-2.6%,-0.2%,
Cc1cccc(NS(=O)(=O)c2nnc(NC(=O)c3ccc(Cl)cc3)s2)c1,nt,8.9%,7.6%,nt,-12.4%,31.1%,-1.8%,2.1%,-0.2%,
Cc1cccc(NC(=O)CNC(=O)CCc2nc3sc4c(c3c(=O)[nH]2)CCCC4)c1C,-13.1%,17.0%,-0.5%,30.1%,nt,nt,nt,-4.4%,1.1%[50 µM],
CCC1CCCCN1C(=O)c1ccc2nc(Cc3ccc(OC)cc3)oc2c1 (configuration not stated),-0.2%,7.4%,20.7%,6.0%,-0.1%,-0.9%,10.5%,-9.5%,0.2%,
CCOc1cc(N2CCOCC2)c(OCC)cc1NC(=O)CN1C(=O)NC(Cc2ccccc2)C1=O (configuration not stated),14.4%,2.1%,0.9%,7.1%,-7.1%,-0.1%,1.5%,-7.7%,0.1%,

# The final six compounds of the section before lead into the next.
SMILES,PhoP inhibition,Rac1 GTP hydrolysis,RSV antiviral HEp-2,SV40 large T antigen,GPR35 arrestin U2OS,HIV fusion peptide,GPR55 LPI antagonism,Dengue-2 NS5 capping,K1F lysis inhibition,others
O=C(NCCc1ccccc1)C(=O)NCC1OCCN1S(=O)(=O)c1cccs1 (configuration not stated),1.8%,3.6%,2.5%,5.7%,7.8%,1.6%,16.8%,2.9%,0.2%,
COc1cccc(NC(=O)c2sc3nc4n(c(=O)c3c2C)CCC4)c1,-3.8%,-4.5%,2.0%,-2.4%,-9.1%,2.1%,-9.7%,-2.6%,-0.2%,
Cc1cccc(NS(=O)(=O)c2nnc(NC(=O)c3ccc(Cl)cc3)s2)c1,nt,8.9%,7.6%,nt,-12.4%,31.1%,-1.8%,2.1%,-0.2%,
Cc1cccc(NC(=O)CNC(=O)CCc2nc3sc4c(c3c(=O)[nH]2)CCCC4)c1C,-13.1%,17.0%,-0.5%,30.1%,nt,nt,nt,-4.4%,1.1%[50 µM],
CCC1CCCCN1C(=O)c1ccc2nc(Cc3ccc(OC)cc3)oc2c1 (configuration not stated),-0.2%,7.4%,20.7%,6.0%,-0.1%,-0.9%,10.5%,-9.5%,0.2%,
CCOc1cc(N2CCOCC2)c(OCC)cc1NC(=O)CN1C(=O)NC(Cc2ccccc2)C1=O (configuration not stated),14.4%,2.1%,0.9%,7.1%,-7.1%,-0.1%,1.5%,-7.7%,0.1%,
C=C(C)CSc1nc(N)c2c(C)c(C)sc2n1,-4.3%,2.3%,-0.6%,6.1%,2.8%,-0.1%,13.2%,-3.5%,0.6%[50 µM],
CC1CN(C(=O)CCC(=O)NCCc2ccccc2)c2ccccc2O1 (configuration not stated),nt,0.2%,2.7%,10.2%,-11.9%,-1.3%,8.0%,-2.8%,-0.1%,
Fc1cccc(Cl)c1Cn1nnc2c(N3CCC4(CC3)OCCO4)ncnc21,-11.4%,4.5%,3.5%,7.1%,10.5%,0.1%,18.9%,2.9%,-0.3%,
CN(C)CCN(C(=O)C1CCN(S(=O)(=O)c2cccs2)CC1)c1nc2ccc(F)cc2s1,8.2%,3.1%,-2.3%,9.3%,nt,nt,nt,-1.5%,1.1%[50 µM],
CN1CCN(CCCNC(=S)Nc2ccc(F)c(Cl)c2)CC1,-8.0%,10.3%,-1.9%,6.5%,-3.1%,-0.4%,4.0%,-11.9%,-0.2%,
COc1ccc(/C=C/C(=O)NNc2c(F)c(F)cc(F)c2F)cc1OC,-9.9%,-1.6%,2.4%,-1.8%,7.0%,-0.7%,20.8%,-3.4%,-0.8%,
CCOC(=O)N1CCN(C(=O)c2ccc3nc4cc(Cl)ccc4c(=O)n3c2)CC1,nt,9.2%,-0.4%,nt,nt,nt,nt,-8.8%,i,
COC(=O)c1c(C)[nH]c(C(=O)C(C)Sc2nnc(-c3cc(OC)c(OC)c(OC)c3)o2)c1C (configuration not stated),-2.5%,3.2%,11.9%,6.6%,-6.4%,-0.4%,-0.6%,0.0%,0.1%,
CCCSc1nc(=S)n(Cc2ccccc2)c(C)c1C(C)=O,-1.5%,9.2%,7.6%,8.3%,-3.8%,-0.2%,-1.8%,-6.2%,0.0%,
Cc1cc(C)cc(N(CC(=O)NC2CCCC2)C(=O)CCC(=O)Nc2cc(C)on2)c1,7.0%,4.7%,0.4%,-3.1%,14.4%,-0.5%,-3.0%,0.0%,0.2%,
CN1C2CCC1CC(NC(=O)c1cc(S(=O)(=O)N(C)C)c(Cl)cc1Cl)C2 (configuration not stated),nt,2.4%,-0.7%,nt,nt,nt,nt,2.2%,1.1%[50 µM],
Cn1cc(/C=C2\SC(=O)N(c3ccccc3)C2=O)c2ccccc21,-4.1%,4.2%,3.0%,-4.5%,-16.6%,7.3%,-11.8%,0.0%,1.1%[50 µM],
COCCN(CC1CCCN(C2Cc3ccccc3C2)C1)C(=O)CSC (configuration not stated),9.4%,9.2%,1.8%,7.1%,-0.5%,-1.5%,4.9%,-7.8%,-0.8%,
Nc1c(C(=O)N/N=C/c2ccc([N+](=O)[O-])cc2)sc2nnc(-c3ccccc3)c(-c3ccccc3)c12,-11.4%,nt,nt,9.7%,7.6%,-1.6%,11.9%,nt,nt,
N#CNC(=Nc1cccc(C(F)(F)F)c1)SCc1ccc(C(=O)O)cc1,5.0%,-0.1%,-1.4%,5.3%,4.6%,8.1%,-1.4%,10.7%,0.5%,
CCC1(CC)C(=O)N(C)C(=O)NC1=NCc1ccccc1,1.2%,8.1%,0.6%,-1.2%,-8.4%,-0.3%,4.5%,-4.1%,0.5%,
CCOC(=O)C1CCN(S(=O)(=O)c2ccc3c(c2)N(C(C)=O)CCO3)CC1,-9.2%,10.1%,7.1%,-7.5%,-9.2%,-0.6%,4.5%,3.5%,0.2%,
CCOC(=O)C(Sc1nnc2c3ccccc3n(CC)c2n1)C(=O)OCC,-1.9%,9.2%,19.5%,4.6%,2.1%,-2.4%,-4.2%,0.0%,0.8%,
CCOC(=O)C1(Cc2cccc(OC)c2)CCN(Cc2cnc(C)s2)CC1,-8.0%,-5.7%,0.3%,2.3%,-9.2%,1.2%,3.4%,-6.6%,-1.3%,
O=C(/C=C/c1ccc2c(c1)OCCO2)N1CCN(c2ccc(F)cc2)CC1,10.5%,7.5%,9.6%,20.1%,2.1%,2.1%,0.3%,-2.6%,0.2%,
CCOc1cccc(-c2c(C(=O)N/N=C/c3c(F)cccc3Cl)nnn2-c2nonc2N)c1,1.6%,5.8%,0.6%,5.3%,5.2%,1.6%,-18.4%,-0.9%,0.6%,
